Bioassay records deposited in PubChem BioAssay by several laboratories.
CDK5 p35 inh: blocks human CDK5/p35 kinase activity. Recombinant CDK5/p35, ADP-Glo luminescence, 60 min. inhibition, % at 10 µM. hit rate 0.01% among 330,000;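 active = highest replicate inhibition of at least 50% and at least 75% of replicates reaching 50%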;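 note: plate controls were DMSO neutral control for no effect and GW8510 at 10 µM for full effect; many of its hits are not listed in these tables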
PvdQ acylase: blocks Pseudomonas aeruginosa PvdQ acylase activity; AID 488965; inhibition, % at 10 µM; hit rate 0.063% among 340,000; purified PvdQ acylase, fluorescence plate reader; in the data active = inhibition above about 30%, passing the limit was not always enough;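 note: 0% = vehicle neutral wells and 100% = reference inhibitor wells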
V-ATPase pH: regulators of yeast V-ATPase proton transport; S. cerevisiae, pHLuorin cytosolic pH fluorescence; response, % at 10 µM; hit rate 0.37% among 350,000; in the data active = response mostly above about 7.3%, no sharp cut-off; inactive = mostly below about 5.4%; note: actives read high; inactives centre near 0; some compounds called inactive have numbers as strong as hits; reference of the scale not given here
MITF TRPM1 HTS: activators of MITF-driven TRPM1 promoter activity in SK-MEL-5 cells | SK-MEL-5 TRPM1-promoter luciferase, 24 h; % of positive control, neutral wells = 0 | AID 588334 | hit rate 0.75% among 300,000 | activation, % at 12.5 µM;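 active = mean activation of at least 80% with every replicate also reaching 80%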;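 note: 0% = neutral control wells and 100% = parthenolide positive control wells; values of inactives mirror those of a sister screen read the other way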
dFosB act: enhances mouse delta FosB homodimer DNA binding. purified delta FosB, TAMRA-CDK5 oligo fluorescence polarization; percent of positive-control signal above neutral wells. P13346. activation, % at 25 µM. hit rate 0.99% among 340,000;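 active = mean activation above about 17%, with every replicate also reaching it, limit read from the data, passing the limit was not always enough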;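 note: fluorescence polarization rise as delta FosB binds a TAMRA Cdk5 AP-1 oligo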
Target sequence (P13346 whole entry, looked up): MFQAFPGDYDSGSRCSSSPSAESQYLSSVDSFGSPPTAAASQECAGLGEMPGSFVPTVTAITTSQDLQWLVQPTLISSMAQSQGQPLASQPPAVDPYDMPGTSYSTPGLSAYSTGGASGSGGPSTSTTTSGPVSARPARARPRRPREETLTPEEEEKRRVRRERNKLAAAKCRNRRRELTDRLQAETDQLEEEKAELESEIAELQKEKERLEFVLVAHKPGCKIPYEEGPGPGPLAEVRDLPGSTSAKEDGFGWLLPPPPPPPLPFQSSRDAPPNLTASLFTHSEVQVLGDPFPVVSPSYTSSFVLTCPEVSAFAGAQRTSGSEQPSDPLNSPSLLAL
HTR5A ag ctr: activates human HTR5A in OPRM1-OPRD1 agonist counter-screen; HTR5A agonist assay, luminescence, cell-based; activation, % at 9.3 µM; hit rate 0.61% among 340,000; AID 504692; in the data active = activation mostly above about 9.5%, no sharp cut-off; inactive = mostly below about 7.6%;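 note: 0% = cells with vehicle only and 100% = reference agonist; strong numbers were not always called active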
Target sequence (P47898 whole entry, looked up): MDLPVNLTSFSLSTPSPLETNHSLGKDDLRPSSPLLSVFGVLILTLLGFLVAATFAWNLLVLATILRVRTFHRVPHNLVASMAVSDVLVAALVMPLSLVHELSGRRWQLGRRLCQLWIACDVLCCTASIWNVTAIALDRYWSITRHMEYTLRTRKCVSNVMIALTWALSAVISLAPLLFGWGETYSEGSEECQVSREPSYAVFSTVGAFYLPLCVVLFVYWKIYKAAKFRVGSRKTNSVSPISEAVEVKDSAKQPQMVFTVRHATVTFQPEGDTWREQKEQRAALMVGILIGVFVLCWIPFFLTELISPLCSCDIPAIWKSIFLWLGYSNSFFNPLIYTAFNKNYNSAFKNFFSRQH
NSD2 inh: inhibitors of human histone methyltransferase NSD2; NSD2 peptide methylation, AlphaScreen, 120 min; inhibition, % at 12.5 µM; hit rate 0.54% among 310,000; AID 743445; in the data active = inhibition above about 50%
SR-BI HDL uptake: inhibitors of mouse SR-BI mediated HDL lipid uptake | inhibition, % at 12.5 µM | ldlA[mSR-BI] CHO cells, DiI-HDL uptake fluorescence, 3 h | Q61009 | AID 488896 | hit rate 0.96% among 320,000;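 active = mean replicate inhibition of at least 70% and a set share of replicates each scoring 70 or more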;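 note: 0% = median of neutral control wells and 100% = median of positive control wells; values of inactives mirror those of a sister screen read the other way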
HTR5A inv ag: HTR5A inverse agonism, opioid heterodimer counter-screen. P47898. HTR5A cell line, luminescence. inhibition, % at 9.3 µM. hit rate 0.083% among 340,000; in the data active = inhibition mostly above about 23%, no sharp cut-off; inactive = mostly below about 18%;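 note: 0% = cells with DMSO and 100% = no-cell wells with DMSO; some compounds called inactive have numbers as strong as hits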
Wnt act: Wnt/beta-catenin pathway activation; hit rate 1.2% among 300,000; Wnt/beta-catenin reporter cell assay, activator, plate reader; activation, % at 9.35 µM; AID 743398; in the data active = activation above about 30%, passing the limit was not always enough;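 note: 0% = neutral control wells and 100% = positive control wells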
* = called active by the depositor; / = not tested or not shown.

structure	CDK5 p35 inh	PvdQ acylase	V-ATPase pH	MITF TRPM1 HTS	dFosB act	HTR5A ag ctr	NSD2 inh	SR-BI HDL uptake	HTR5A inv ag	Wnt act
Cc1nn(C)cc1C(C)NC(=O)c1cc(COc2ccc(F)c(F)c2)on1 (centres undefined)	-0.7	-5	1	13	4	-5	-6	25	14	1
Nc1cc2nn(-c3ccccc3)nc2cc1Cl	0.7	-10	-2	2	-19	-3	52*	-14	8	49*
O=C(Cn1cnc2c(cnn2-c2ccc(F)cc2)c1=O)OCc1ccccc1	0.0	-1	1	7	1	-1	-1	-3	-33	/
COc1ccc([C@@H]2[C@@H]3C(=O)N(C(C)(C)C)C(=O)[C@@H]3[C@]3(Cc4ccccc4)C(=O)N(c4cccc(Cl)c4)C(=O)N23)cc1	0.6	7	-3	0	2	0	/	-7	-18	-2
CCCc1c(C)[nH]c2ccc(NC(C)=O)cc2c1=O	-2.5	-21	0	-5	-2	-5	-1	-12	-18	/
Cc1ccc(C)n1-n1cnc2sc3c(c2c1=O)CCC3	-1.4	7	0	0	-1	-1	4	5	25	/
C=CC[C@H](CC(=O)N(CCO)Cc1ccccc1)C(=O)N[C@H](C)COC(=O)[C@@H](CC=C)Cc1ccc(F)cc1	-0.3	-8	0	7	-18	0	/	60	13	-2
CC(C)(C)c1ccc(OC(=O)c2cccnc2)cc1	0.0	-7	5	3	-11	-3	/	-8	-2	1
O=c1c2ccccc2oc2ccc(C#CC3(O)CCCCC3)cc12	-0.4	-13	3	-3	-12	3	/	-19	12	-10
COc1ccc(N(C)C(=O)c2cc3c(s2)-c2ccccc2S(=O)(=O)C3)cc1	2.9	8	1	11	-14	2	1	12	-6	-2
COc1ccc(C)cc1NC(=O)C(Sc1nnc(Nc2ccccc2F)s1)c1ccccc1 (centres undefined)	3.3	7	-5	-4	1	-4	0	29	3	-1
CSc1ccccc1NC(=O)c1cccc(S(=O)(=O)N2CCN(C)CC2)c1	0.4	-7	4	-1	1	1	-1	-3	16	1
Cc1cc[n+](-c2[nH]c(=O)sc2/C=N/N=C(\[O-])c2ccncc2)cc1	/	-14	2	-3	0	-1	1	-7	2	2
CCCn1nnc(NC(=O)COc2ccc(CC)cc2)n1	0.4	-13	1	18	-1	1	-1	-21	-8	/
Cc1cc(C)c(S(=O)(=O)N2CCOC2CNC(=O)C(=O)NCc2cccnc2)c(C)c1 (centres undefined)	-0.9	-7	0	/	-6	0	/	-3	-19	-4
COC(=O)c1ccc(C)c(-n2c(=O)n(Cc3ccccc3)c(=O)c3[nH]cnc32)c1	2.2	-13	1	1	-4	-7	-1	/	24	-1
O=C1CCCCC(=O)c2ccccc2N1	-0.3	-12	6	-2	1	3	5	-14	-9	-2
COc1ccccc1CN1Cc2cccc3c2[C@@H](CC1=O)[C@H](O)[C@H](O)C3	-0.2	-16	4	2	3	1	/	-5	-18	-2
O=[N+]([O-])c1ccc2[nH]c(O)c(N=NC(=S)NCC3CCCO3)c2c1 (centres undefined)	-0.8	13	-3	-9	4	-2	-9	-14	-14	-5
CCOC(=O)N1CCN(C(=O)COc2cccc3c2CCN(Cc2ccc(F)cc2)C3=O)CC1	0.6	-5	3	-17	-7	0	-2	-13	0	/

Full records, looked up by structure. Screens in order: CDK5 p35 inh	PvdQ acylase	V-ATPase pH	MITF TRPM1 HTS	dFosB act	HTR5A ag ctr	NSD2 inh	SR-BI HDL uptake	HTR5A inv ag	Wnt act
O=C1CCCCC(=O)c2ccccc2N1 in the list: -0.3	-12	6	-2	1	3	5	-14	-9	-2
COc1ccc([C@@H]2[C@@H]3C(=O)N(C(C)(C)C)C(=O)[C@@H]3[C@]3(Cc4ccccc4)C(=O)N(c4cccc(Cl)c4)C(=O)N23)cc1 in the list: 0.6	7	-3	0	2	0	/	-7	-18	-2
O=c1c2ccccc2oc2ccc(C#CC3(O)CCCCC3)cc12 in the list: -0.4	-13	3	-3	-12	3	/	-19	12	-10
Nc1cc2nn(-c3ccccc3)nc2cc1Cl in the list: 0.7	-10	-2	2	-19	-3	52*	-14	8	49*
O=C(Cn1cnc2c(cnn2-c2ccc(F)cc2)c1=O)OCc1ccccc1 in the list: 0.0	-1	1	7	1	-1	-1	-3	-33	/

Gathered by group: the entries above containing an aryl thioether with sulfur outside any ring
structure	CDK5 p35 inh	PvdQ acylase	V-ATPase pH	MITF TRPM1 HTS	dFosB act	HTR5A ag ctr	NSD2 inh	SR-BI HDL uptake	HTR5A inv ag	Wnt act
COc1ccc(C)cc1NC(=O)C(Sc1nnc(Nc2ccccc2F)s1)c1ccccc1 (centres undefined)	3.3	7	-5	-4	1	-4	0	29	3	-1
CSc1ccccc1NC(=O)c1cccc(S(=O)(=O)N2CCN(C)CC2)c1	0.4	-7	4	-1	1	1	-1	-3	16	1

(further entries)
structure	CDK5 p35 inh	PvdQ acylase	V-ATPase pH	MITF TRPM1 HTS	dFosB act	HTR5A ag ctr	NSD2 inh	SR-BI HDL uptake	HTR5A inv ag	Wnt act
Cc1cccc(CN2CCC(Oc3ccc(C(=O)N4CCCCC4)cc3)CC2)c1	0.4	4	1	-7	-2	0	1	32	17	-1
COC(=O)c1[nH]c2cccc(OC)c2c1NC(=O)CN1CCOCC1	1.7	-14	-2	1	1	4	-1	-8	12	-3
O=C(NC1CC2CCC(C1)N2C(=O)NCc1ccccc1)NC12CC3CC(CC(C3)C1)C2 (centres undefined)	0.1	-9	-3	11	1	2	-7	3	-21	/
O=C(CN1CCSc2ccccc21)NCCCc1ccccc1	0.1	13	3	-4	-7	2	/	-3	-4	4
CC(C)C[C@H]1CN([C@@H](CC(C)C)CN2CCCC2CN2C(=S)NC[C@@H]2Cc2ccc(O)cc2)C(=S)N1CC1CCCCCC1 (some centres undefined)	-1.4	-18	-1	10	-1	2	/	9	-6	-3
OCc1nc2ccccc2n1CC(O)COc1ccccc1 (centres undefined)	0.5	-7	0	/	4	-1	1	-11	-17	8
Cc1ccc(C(=O)NCC(=O)Nc2ccc(Cl)cc2)s1	0.9	-10	-2	12	-1	-1	1	5	3	-2
CC(=O)N1CCC(N(CCN2CCOCC2)C(=S)Nc2c(C)cccc2C)CC1	-1.5	-5	1	-9	5	0	0	-14	1	-3
Cc1cc(C)cc(NC(=O)C2CCCN(S(=O)(=O)c3ccc4[nH]c(=O)ccc4c3)C2)c1 (centres undefined)	0.5	-8	1	-5	-4	0	/	12	-1	-3
O=C1CCN(CC2CCCCC2)C=C1C(=O)c1ccccc1	0.6	1	-4	14	2	-2	/	-10	6	-1
COc1ccc(OC)c(S(=O)(=O)N2Cc3ccccc3CC2C(=O)O)c1 (centres undefined)	-0.9	4	-3	/	2	2	-1	-22	-4	/
O=C(O)c1ccc(NC(=S)NC(=O)c2ccc(-c3ccccc3)cc2)cc1	-7.5	-18	1	4	-8	2	-2	-2	-5	0
COc1ccc(S(=O)(=O)n2nc(-n3c(C)ccc3C)c3c(F)cccc32)cc1OC	0.8	-1	-1	11	-18	-2	3	4	4	0
OCCNCCOc1ccccc1F	-0.2	-14	2	2	4	0	/	3	-17	/
Cc1ccc2c(c1)[C@H]1[C@H](CO2)[C@H](c2ccccc2)[C@]2(C)C(=O)N(C)CC(=O)N12	1.6	1	0	3	-7	1	/	0	-3	2
COC(=O)c1ccc(NS(=O)(=O)c2cc3c4c(c2)CCC(=O)N4CCC3)cc1	-0.5	6	-1	1	-8	1	1	4	-20	-2
O=C(c1ccccc1)N1CCOC12CCN(c1ncc(C(F)(F)F)cc1Cl)CC2	-1.2	-11	2	-22	3	-7	-3	-6	19	-3
CCOC(=O)CS(=O)(=O)CC(=O)Nc1ccc([N+](=O)[O-])cc1OC	-8.6	-1	4	3	1	-2	0	12	5	-2
O=C(CN(Cc1ccc(Br)cc1)S(=O)(=O)c1ccccc1)NCc1cccnc1	0.5	-3	-1	-7	-5	8	-4	-27	9	0
Cc1nc2ccccc2nc(=O)c1NNc1ccc([N+](=O)[O-])cc1	2.9	7	1	15	0	2	-7	-2	-4	0
C#Cc1ccc([C@@H]2C=C(C(=O)N3CCN(Cc4ccc5c(c4)OCO5)CC3)O[C@H](OCCCCO)C2)cc1	0.6	-5	6	-4	-4	-2	/	0	3	-1
CC1(CC(=O)O)SC(=O)NC1=O (centres undefined)	-0.6	10	-2	/	-2	1	-1	-8	5	0
Cc1ccc(NC(=O)CN2C(=O)CSC2=O)cc1	1.7	-10	-3	9	7	12	1	/	-34	-10
CCOc1cc(C(=O)N[C@@H](C)C(=O)N2CCC3(CC2)NCCc2[nH]cnc23)cc(OCC)c1OCC	0.6	-5	0	10	-11	0	3	0	16	-2
C=C(C)c1cccc(C(C)(C)NC(=O)N2CCCC(C)C2)c1 (centres undefined)	-2.9	-2	-2	-7	3	1	0	0	-4	/
C=CCC[C@H](Cc1ccc(F)cc1)C(=O)OC[C@H](C)NC(=O)[C@@H](CC=C)CC(=O)N[C@H](CO)Cc1ccccc1	-0.2	-9	-2	8	-9	2	/	29	5	-7
Cc1ccc(Nc2cc(=O)oc3ccccc23)c(C)c1	-2.1	-5	-3	/	2	0	-2	17	-23	-1
Clc1ccc(OCCOCCN2CCCCC2)c(Br)c1	-0.2	2	-4	/	-1	-3	3	5	-4	-2
CCCN1C(=O)/C(=C/c2ccc(C)s2)SC1=Nc1ccc(OC)cc1	-3.1	-19	-8	-5	-7	-2	1	59	-26	/
O=C(COc1ccc(S(=O)(=O)NCc2ccccc2)cc1)N1CCOCC1	-1.0	-3	-4	-1	-6	-1	1	-5	3	-3
CSc1nsc(SC)c1C(=O)OCC(F)(F)F	-1.8	5	-3	0	-5	2	-3	0	-14	-3
